# High-throughput results: PubChem, several laboratories
# Diaphorase act: compounds boosting diaphorase resazurin reduction – biochemical, uHTS, resorufin fluorescence, counter-screen for diaphorase-coupled primary assays, primary screen; 190,000 tested, 0.005% active; activation factor at 20 µM; Diaphorase/resazurin coupled assay, 16 min; hits give high values; 1 = vehicle wells, 0 = NADH-free wells;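 active means diaphorase activity raised at least twofold by the compound at 20 µM; inactive means activation factor below 2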
#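 Test system: Clostridium kluyveri diaphorase, purified enzyme; input: enzyme 0.07 U/mL final; buffer or medium: 50 mM HEPES pH 7.4 with 4.542 mM MgCl2, 0.005% Tween 20; also added: 0.114 mM NADH and 0.1 mM resazurin, final amounts; schedule: 16 min enzyme reaction, ambient temperature; technique: fluorescence of resorufin, 544 nm excitation, 590 nm emission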
# PMI act: activators of human PMI, primary screen, biochemical, fluorescence intensity, near-Km mannose 6-phosphate; purified human PMI, coupled resazurin fluorescence, 20 min; hits give high values; 1 = vehicle control, 0 substrate-free wells; activation factor at 20 µM; 190,000 tested, 0.005% active;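 active means activation factor of 2 or more at 20 µM, relative to plate controls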
# Target sequence (P34949 whole entry, looked up): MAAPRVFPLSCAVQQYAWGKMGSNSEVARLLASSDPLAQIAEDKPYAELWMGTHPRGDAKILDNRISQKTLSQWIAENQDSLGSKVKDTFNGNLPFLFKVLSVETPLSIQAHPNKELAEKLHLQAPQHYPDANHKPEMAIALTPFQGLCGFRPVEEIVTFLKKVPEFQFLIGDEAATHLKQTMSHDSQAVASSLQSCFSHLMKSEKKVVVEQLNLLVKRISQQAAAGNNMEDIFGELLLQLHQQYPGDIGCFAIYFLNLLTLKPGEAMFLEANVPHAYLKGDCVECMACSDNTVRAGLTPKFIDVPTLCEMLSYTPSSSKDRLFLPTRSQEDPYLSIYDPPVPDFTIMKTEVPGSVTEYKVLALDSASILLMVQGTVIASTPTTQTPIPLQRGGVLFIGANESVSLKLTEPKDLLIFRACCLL
# Lmaj promast: Leishmania major promastigote growth inhibition, primary screen. Leishmania major promastigotes, resazurin fluorescence viability. inhibition, % at 10 µM. 200,000 tested, 9% active; in the data active means inhibition above about 50%;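 further: promastigotes grown with compound for 44 hours at 28 °C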
# bIAP inh: bovine intestinal alkaline phosphatase inhibitors, primary screen, selectivity assay for TNAP inhibitor project, biochemical, bovine IAP, CDP-star luminescence | AID 1019, 2008 | alkaline phosphatase, intestinal [Bos taurus] | 190,000 tested, under 10 active | purified bovine IAP, 30 min | inhibition, % at 20 µM;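 active means over 50% inhibition of intestinal alkaline phosphatase at 20 µM in the single-dose screen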
#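 System: Purified bovine intestinal alkaline phosphatase (IAP) enzyme | Input: IAP diluted 1/65,000,000 in the well | Also added: CDP-star chemiluminescent phosphatase substrate, 30 µM final | Dosing: 20 µM single dose | Times: Enzyme reaction for 30 min at room temperature | Detection: Luminescence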
# Diaphorase inh: diaphorase inhibitors and chemical oxidizers, primary screen, counter-screen for diaphorase-coupled primary assays, biochemical, uHTS, resorufin fluorescence | 190,000 tested, 0.69% active | inhibition, % at 20 µM | diaphorase resazurin-to-resorufin fluorescence, NADH, 16 min; bacterial (C. kluyveri) enzyme, not human;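 active means primary screen inhibition at 20 µM above a set limit, cut at about 50% in these data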;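 further: plate controls were DMSO with full reaction for no effect and wells lacking NADH for full effect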
#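 Test system: Clostridium kluyveri diaphorase enzyme / Quantity: diaphorase at 0.14 U/mL in enzyme working solution / Incubation: 16-min room-temperature incubation before reading / Benchmarks: NADH-free wells as positive control, DMSO-only neutral wells / Signal: resorufin fluorescence 544/590 nm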
# PMI act satM6P: human PMI activators, high substrate, primary screen, biochemical, fluorescence intensity, near-saturating mannose 6-phosphate; coupled PMI enzyme assay, resazurin fluorescence, 20 min; hits give high values; 1 = untreated enzyme, 0 = substrate-free blank; activation factor at 20 µM; 190,000 tested, 0.34% active; Mannose-6-phosphate isomerase (Homo sapiens), P34949;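 active means activation factor of 2 or more at 20 µM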
#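 Material: human phosphomannose isomerase with PGI, G6PDH, diaphorase coupling enzymes. Quantity: 15 ng/mL PMI. Medium: HEPES pH 7.4 buffer with MgCl2 and Tween-20. Reagent: Near-saturating mannose-6-phosphate, 1.0 mM. Compound: 20 µM single dose. Times: enzyme reaction with compound 20 min at room temperature. Detection: resorufin fluorescence at Ex 544/Em 590 nm.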
# TNAP act hi DEA: TNAP activators at high phosphate acceptor level, primary screen, biochemical, luminescence, uHTS; purified TNAP, CDP-star luminescence, 1 M DEA, 30 min; hits give high values; 0 = EDTA background, 1 = DMSO-only activity; 200,000 tested, under 10 active; Alkaline phosphatase, tissue-nonspecific isozyme (Homo sapiens), P05186; activation factor at 20 µM;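 active means activation factor at least 2 at 20 µM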
# Target sequence (P05186 whole entry, looked up): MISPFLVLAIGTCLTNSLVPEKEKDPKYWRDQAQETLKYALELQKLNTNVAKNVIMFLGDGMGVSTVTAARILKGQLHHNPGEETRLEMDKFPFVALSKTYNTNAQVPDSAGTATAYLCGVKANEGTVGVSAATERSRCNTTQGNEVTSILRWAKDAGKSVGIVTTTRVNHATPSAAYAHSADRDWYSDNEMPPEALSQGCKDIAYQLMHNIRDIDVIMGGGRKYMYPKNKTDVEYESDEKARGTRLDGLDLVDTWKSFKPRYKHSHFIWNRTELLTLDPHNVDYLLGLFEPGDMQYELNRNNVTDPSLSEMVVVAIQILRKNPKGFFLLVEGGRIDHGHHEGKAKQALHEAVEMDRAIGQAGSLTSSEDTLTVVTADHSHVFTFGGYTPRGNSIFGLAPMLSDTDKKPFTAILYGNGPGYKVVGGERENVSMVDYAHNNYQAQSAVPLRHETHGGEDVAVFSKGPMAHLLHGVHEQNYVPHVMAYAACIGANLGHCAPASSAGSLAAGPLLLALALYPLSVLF
#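 Dosing: 20 µM single point. System: human TNAP. Amount: TNAP 1/800 final. Incubation: 30 min, room temperature. Read-out: TNAP activation factor scaled between EDTA and DMSO control wells. Signal: luminescence from CDP-star hydrolysis. Medium: 1 M DEA, pH 9.8, Mg2+, Zn2+. Control set: EDTA negative control, DMSO positive control.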
# TNAP inh hiacc: human TNAP enzyme inhibitors, primary screen, biochemical, luminescent, high phosphate acceptor level, uHTS. Alkaline phosphatase, tissue-nonspecific isozyme (Homo sapiens), P05186. purified TNAP, CDP-star luminescence, 1 M DEA. inhibition, % at 20 µM. 200,000 tested, 0.03% active;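 active means over 50% inhibition of tissue-nonspecific alkaline phosphatase at 20 µM in the single-dose screen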;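 further: plate controls were DMSO wells for no effect and EDTA-quenched wells as full inhibition for full effect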
# bIAP act: bovine intestinal alkaline phosphatase activators, primary screen, biochemical, bovine IAP, CDP-star luminescence. alkaline phosphatase, intestinal [Bos taurus]. purified bovine IAP, 30 min; hits give high values; fold of DMSO-control signal, blank-subtracted. activation factor at 20 µM. 200,000 tested, 0.17% active;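 active means activation factor of 2 or more at 20 µM, a signal rise over negative controls twice the positive control's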
# TNAP inh no acc: human TNAP enzyme inhibitors, primary screen, biochemical, luminescent, no phosphate acceptor, uHTS | Alkaline phosphatase, tissue-nonspecific isozyme (Homo sapiens), P05186 | purified TNAP, CDP-star luminescence, 30 min | inhibition, % at 20 µM | 200,000 tested, 0.26% active | AID 1012, 2008;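 active means tissue-nonspecific alkaline phosphatase inhibition above about 50% at 20 µM in the single-dose screen, limit read from the data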;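 further: 0% = DMSO negative control and 100% = EDTA positive control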
# Active calls of the source: *; / = not tested or not shown.
# The line under a structure holds: Diaphorase act	PMI act	Lmaj promast	bIAP inh	Diaphorase inh	PMI act satM6P	TNAP act hi DEA	TNAP inh hiacc	bIAP act	TNAP inh no acc
COc1ccc(NC(=O)CCC(=O)OCc2ccc(C(=O)Oc3ccc(Cl)cc3)cc2)cc1
    0.9	1.1	-7	0	9	1.1	1	-3	1	-5
C=CCn1c(=NC(=O)C2COc3ccccc3O2)sc2cc(S(N)(=O)=O)ccc21 (centres undefined)
    0.7	0.8	-4	4	28	0.9	1	-4	1	-5
CCCCC(=O)Nc1ccc(F)c(Cl)c1
    0.9	0.9	13	7	8	0.9	1	4	0.9	-6
CCCn1nnc(NC(=O)c2ccc(Br)cc2)n1
    0.9	0.9	-5	-2	6	1	1	1	1	-5
CCOc1ccc(/C=C/C(=O)Nc2ccc(N3CCOCC3)cc2)cc1
    0.9	0.9	-2	1	8	1	1	-2	1	-8
CSc1cccc(NC(=S)N(Cc2ccccc2)Cc2cccnc2)c1
    0.8	1	96*	-1	16	1	1	-2	1	-8
O=C(COC(=O)C1=COCCO1)NC(=O)c1ccc(OC(F)F)cc1
    0.9	1	-6	-2	5	1	1	-4	1	-17
C=CCN=C1SC(C)(C)C(=O)N1S(=O)(=O)c1ccc(C)cc1
    0.8	1	19	11	16	1	1	-3	0.9	-16
CC(Oc1ccc(-c2nccc(-c3ccccn3)n2)cc1)C(=O)NN (centres undefined)
    0.9	0.9	-7	10	7	0.9	1	-2	0.9	-11
NC(N)=Nc1nc(C2COc3ccccc3O2)cs1 (centres undefined)
    0.9	1	18	22	8	1	1	-2	0.8	-8
CCCCN1CC(COc2ccccc2)OC1=O (centres undefined)
    1	0.9	-12	6	-2	1	1.1	-6	0.9	-2
COc1ccccc1NS(=O)(=O)c1cccc(NC(=O)c2ccc3ccccc3n2)c1
    0.7	0.8	43	0	30	0.9	1	-1	1	-11
c1csc(-c2nc3ccccn3c2NC2CCCCC2)c1
    0.8	0.9	38	-7	18	0.8	1.1	-7	1.1	-17
CCn1ccnc1CN(C)Cc1cn[nH]c1-c1ccc(F)cc1F
    1.1	1	-4	-23	-11	1	1	-3	1.2	85*
O=C(CCn1c(=S)[nH]c2ccccc2c1=O)NCCCN1CCCC1=O
    0.8	0.9	-1	8	24	0.9	1	-2	0.9	-8
CCc1cccc(OCCN2CCCC2)c1
    0.9	1	32	6	13	1	1	4	0.9	-8
N#Cc1c(/N=C/c2ccco2)oc(-c2ccccc2)c1-c1ccccc1
    0.7	0.8	9	46	32	0.9	1	-3	0.5	2
O=[N+]([O-])c1ccc(O)c(C=Nc2cccc3ncccc23)c1
    0.6	0.8	1	20	39	0.5	1	3	0.8	-8
Cc1ccc(C)c(NC(=S)NC(NC(=O)Cc2cccc3ccccc23)C(Cl)(Cl)Cl)c1 (centres undefined)
    0.9	0.9	8	36	14	1	1.1	-9	0.6	-11
Cc1cc2c(nc1C)CCCN2C[C@@H](C)O/N=C1/[C@H]2CCn3c(=O)n(-c4ccccc4)c(=O)n3[C@H]2[C@H](O)[C@@H]2O[C@H]12
    0.8	1	-1	/	17	0.9	1	2	0.4	-3
CCOc1ccc(-n2c(=O)c3sccc3n(CC(=O)Nc3cccc(OC)c3)c2=O)cc1
    1	1.1	5	-19	1	1	1	-4	1.2	-7
O=C(/C=C/c1ccccc1Cl)N(Cc1ccc(Cl)cc1)C1CCS(=O)(=O)C1 (centres undefined)
    0.8	0.8	79*	9	16	0.8	1	-4	0.9	-13
Cc1ccc(C)c(N2CCN(C(=O)CCn3c(=S)[nH]c4cc5c(cc4c3=O)OCO5)CC2)c1
    0.7	0.9	8	-10	27	1	1.1	-6	1.1	-11
Cc1cc(OCC(=O)NCC(C)C)cc(C)c1Br
    1.1	1.1	5	6	-6	1.1	1	-3	0.9	-11
CCOc1ccc(S(=O)(=O)N2CCN(c3ccccc3F)CC2)c2cccnc12
    0.7	0.8	4	12	29	0.7	1	-2	0.9	-2
O=C(COc1cccc(F)c1)Oc1ccc(C(=O)c2ccccc2)cc1
    0.9	1.1	-2	-21	14	1	1	-1	1.2	-11
O=C(O)/C=C/C(=O)Nc1ccc(-c2ccccc2)cc1
    1	1.1	-9	-12	4	1	1	-1	1.1	-8
CN(Cc1ccccc1)C(NC(=O)c1ccco1)C(Cl)(Cl)Cl (centres undefined)
    0.9	1	19	-4	6	1	1	-5	1	-2
CNC(=O)CCc1[nH]c2ccccc2c1Sc1ccccc1
    0.9	1	-2	/	12	1	1	-1	0.1	-4
CC(C)(C)C(=O)NC(=S)NNC(=O)c1sc2ccccc2c1Cl
    0.8	1.1	24	8	24	1.1	1	0	0.9	-13

# 3 compounds already listed, ordered by the number in bIAP act, low to high.
SMILES,PMI act,bIAP inh,PMI act satM6P,TNAP act hi DEA,TNAP inh hiacc,bIAP act,TNAP inh no acc
CNC(=O)CCc1[nH]c2ccccc2c1Sc1ccccc1,1,/,1,1,-1,0.1,-4
O=[N+]([O-])c1ccc(O)c(C=Nc2cccc3ncccc23)c1,0.8,20,0.5,1,3,0.8,-8
CCCCC(=O)Nc1ccc(F)c(Cl)c1,0.9,7,0.9,1,4,0.9,-6

# Later entries
# The line under a structure holds: Diaphorase act	PMI act	Lmaj promast	bIAP inh	Diaphorase inh	PMI act satM6P	TNAP act hi DEA	TNAP inh hiacc	bIAP act	TNAP inh no acc
COC(=O)c1c(NC(C)=O)sc(Cc2ccccc2)c1C
    0.9	1	13	3	10	1	1	-4	1	-8
Cc1cccc(OCCc2c(C)[nH]c(=S)[nH]c2=O)c1
    0.9	1.1	-5	7	10	1	1	0	0.9	-10
O=C(CCCOc1ccc(Cl)cc1)N1CCOCC1
    0.8	0.9	-4	5	15	0.9	1.1	-6	1	-13
O=S(=O)(c1ccc(Cl)s1)N1CCCc2cccc(O)c21
    0.8	0.9	-4	/	21	0.9	0.9	8	0.4	-19
Nc1nc2n(n1)C(c1ccccc1Cl)CC(c1ccc(F)cc1)N2 (centres undefined)
    0.8	0.9	-3	2	19	0.9	1	-2	1	-7
C#CCOC(=O)CCCC(=O)NCCCCCCCC
    1	1	-6	-4	2	1	1	0	1	-4
COC(=O)c1cc(-c2cccc(OC)c2)on1
    1	1	1	3	4	1	1	-5	1	-14
Cc1cccc(N2CC34C=CC(O3)C(C(=O)O)C4C2=O)c1 (centres undefined)
    0.9	1	2	0	9	1	1	-2	1	-7
COc1cc(/C=N/N(C)C)ccc1OC(=O)c1ccco1
    0.9	1	-3	-4	8	1	1.1	-5	1	-12
COc1ccc(N2CCN(S(=O)(=O)c3ccc4c(c3)OCCO4)CC2)cc1
    0.7	0.9	4	0	27	0.9	1	-3	1	-6
CC(C)NC(=O)c1cc(-c2ccco2)on1
    0.9	0.8	-2	3	6	0.9	1	3	1	-4
CC(NC(=O)c1ccc(F)cc1)c1ccc2c(c1)CCCC2 (centres undefined)
    0.9	0.9	3	2	11	1	1	-4	1	-17
COc1ccc(-c2[nH]ncc2CN(C)CCCN2CCOCC2)cc1F
    1	0.9	-4	-20	-2	0.9	1	-1	1.2	16
O=C(NCCNCc1cccs1)c1ccccc1F
    0.9	1	-9	-50	9	1	1	-1	1.5	1
Cc1ccc(C(C)NC(=O)c2ccco2)cc1C (centres undefined)
    0.9	1	-4	29	8	1	1.1	-8	0.7	-14
CCCCCn1c(=O)[nH]c2cc(C(=O)NCc3ccco3)ccc2c1=O
    0.9	1	-3	11	6	1	1	-2	0.9	-15
CN(C(=O)Nc1ccc(Cl)cc1Cl)C1CCCC1
    0.8	1	1	8	16	1.1	1.1	-7	0.9	-9
Cc1ccc2cc(C)c3nnc(SCC(=O)N4CCCc5ccccc54)n3c2c1C
    0.9	1	4	-4	14	0.9	1	-4	1	-15
COc1cc2cc(C)c(SCC(=O)N3CCOCC3)nc2cc1OC
    0.9	1.1	9	4	8	1	1.1	-9	1	-10
Oc1c(C=C2N=c3ccccc3=N2)sc(=S)n1C1CCCC1
    1	1	-5	2	-1	1	0.9	14	1	6
CC1Cc2ccccc2N1C(=O)CSc1nnc(CNc2ccccc2)o1 (centres undefined)
    0.9	1	4	16	8	1	1	1	0.8	10
O=C(COC(=O)CN1C(=O)C2CCCCC2C1=O)NC1CCS(=O)(=O)C1 (centres undefined)
    0.9	0.9	36	31	10	1	1.1	-5	0.7	-12
N/C(=N\OC(=O)c1ccco1)c1ccccn1
    1	0.9	-7	-14	-2	0.9	1	-4	1.1	-5
CCCCNC(=O)Nc1ccccc1Br
    1	1	-3	19	4	1	1	-3	0.8	-7
CC(C)CNc1cc(=O)n(C)c(=O)n1C
    0.8	0.9	-7	7	18	0.9	1	1	0.9	-5
COc1ccccc1N(CC(=O)Nc1c(C)cccc1C)S(C)(=O)=O
    0.9	1	-3	11	11	1	1.1	-6	0.9	-5
CCCCCC(=O)NC(Nc1ccc(S(N)(=O)=O)cc1)C(Cl)(Cl)Cl (centres undefined)
    0.9	1	-1	-2	5	1.1	1	-1	1	24
CC(C)CN(CC(C)C)c1nnc(NC(=O)Cn2c(=O)oc3ccccc32)s1
    0.8	0.9	9	7	16	1	1.1	-8	0.9	-16

# 3 compounds from above, sorted by length of the SMILES, largest number first:
# The line under a structure holds: Diaphorase act	PMI act	Lmaj promast	bIAP inh	Diaphorase inh	PMI act satM6P	TNAP act hi DEA	TNAP inh hiacc	bIAP act	TNAP inh no acc
CCCCCC(=O)NC(Nc1ccc(S(N)(=O)=O)cc1)C(Cl)(Cl)Cl (centres undefined)
    0.9	1	-1	-2	5	1.1	1	-1	1	24
CC1Cc2ccccc2N1C(=O)CSc1nnc(CNc2ccccc2)o1 (centres undefined)
    0.9	1	4	16	8	1	1	1	0.8	10
COC(=O)c1cc(-c2cccc(OC)c2)on1
    1	1	1	3	4	1	1	-5	1	-14
